PrPC surface inh = reduces human prion protein on the cell surface | P04156 | cell surface PrPC, TR-FRET read-out | inhibition, % at 13.8 µM | 0.43% of 370,000 active | AID 720596; in the data active = inhibition above about 24%; also: 0% = median of the test wells and 100% = reference compound wells
PriA SSB inh = K. pneumoniae PriA-SSBct interaction inhibition; AlphaScreen SSBct-PriA binding, biotinylated peptide; inhibition, % at 33 µM; 0.6% of 430,000 active; in the data active = inhibition mostly above about 37%, no sharp cut-off; inactive = mostly below about 20%;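 also: plate controls were negative control peptide for no effect and reference peptide for full effect; strong numbers were not always called active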
Rv3671c inh = inhibitors of M. tuberculosis serine protease Rv3671c. AID 2606. P9WHR9. inhibition, % at 5.96 µM. 0.048% of 320,000 active; in the data active = inhibition above about 38%;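 also: extracellular domain of Rv3671c used as enzyme; 0% = enzyme with DMSO and 100% = no enzyme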
BoNT F protease = blocks Botulinum neurotoxin F light chain protease; 0.22% of 360,000 active; Multiplex microsphere protease cleavage assay, flow cytometry; AID 588497; inhibition, % at 10 µM; in the data active = inhibition above about 35%, passing the limit was not always enough; inconclusive = no clear call, values can overlap the other calls; also: plate controls were buffer without enzyme for full effect and enzyme alone for no effect
DUSP3 inh = blocks human VHR1 dual specificity phosphatase. P51452. recombinant VHR phosphatase, pNPP absorbance. inhibition, % at 13.3 µM. 0.52% of 290,000 active. AID 1654; in the data active = inhibition above about 50%; also: some compounds called inactive have numbers as strong as hits
Anthrax LF inh2 = blocks Bacillus anthracis lethal factor protease | multiplex microsphere protease cleavage assay, LF | inhibition, % at 10 µM | 0.12% of 360,000 active; also: plate controls were buffer without enzyme for full effect and enzyme alone for no effect
Target sequence (P15917 whole entry, looked up): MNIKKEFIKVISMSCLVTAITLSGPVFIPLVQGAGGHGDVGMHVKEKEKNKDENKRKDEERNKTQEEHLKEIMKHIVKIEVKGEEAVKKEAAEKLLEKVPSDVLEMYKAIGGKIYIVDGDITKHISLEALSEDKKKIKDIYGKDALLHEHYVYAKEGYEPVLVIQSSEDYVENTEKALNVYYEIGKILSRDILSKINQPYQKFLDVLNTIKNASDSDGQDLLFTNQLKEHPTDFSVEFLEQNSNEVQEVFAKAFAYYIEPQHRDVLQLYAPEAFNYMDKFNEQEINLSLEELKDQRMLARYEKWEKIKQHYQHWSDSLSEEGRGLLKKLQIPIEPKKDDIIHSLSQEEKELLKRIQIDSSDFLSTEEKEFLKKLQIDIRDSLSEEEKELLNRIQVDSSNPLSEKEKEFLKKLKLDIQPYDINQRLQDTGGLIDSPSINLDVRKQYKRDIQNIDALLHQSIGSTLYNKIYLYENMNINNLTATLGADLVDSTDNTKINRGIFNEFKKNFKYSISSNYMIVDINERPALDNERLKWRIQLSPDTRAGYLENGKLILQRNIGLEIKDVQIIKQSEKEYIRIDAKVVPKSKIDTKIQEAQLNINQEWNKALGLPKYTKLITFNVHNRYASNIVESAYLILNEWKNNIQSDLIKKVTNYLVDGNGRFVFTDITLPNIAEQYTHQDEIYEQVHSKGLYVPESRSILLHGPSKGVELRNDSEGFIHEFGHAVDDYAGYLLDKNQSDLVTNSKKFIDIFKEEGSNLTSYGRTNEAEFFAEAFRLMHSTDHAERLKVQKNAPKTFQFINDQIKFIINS
CCHFV vOTU inh = blocks the CCHF virus ovarian tumor domain protease; 0.55% of 370,000 active; inhibition, % at 11.5 µM; AID 651958; CCHFV vOTU protease, Pep-AMC fluorescence; in the data active = inhibition above about 30%; also: 0% = vehicle wells with enzyme and 100% = no enzyme wells
SARS 3CLpro inh = SARS-CoV 3CLpro protease inhibition | recombinant SARS-CoV 3CLpro, quenched FRET peptide cleavage | inhibition, % at 6 µM | 0.14% of 290,000 active | AID 1706; in the data active = inhibition above about 12%
BoNT A protease = blocks Botulinum neurotoxin A light chain protease; inhibition, % at 10 µM; 0.17% of 360,000 active; multiplex microsphere protease substrate cleavage, flow cytometry; also: plate controls were buffer without enzyme for full effect and enzyme alone for no effect
MazEF act = activators of E. coli MazEF toxin-antitoxin RNase; FAM/BHQ RNA-DNA oligo cleavage fluorescence, 5 h; activation, % at 20 µM; 0.32% of 350,000 active; AID 504720; in the data active = activation above about 50%
Target sequence (P0AE70 whole entry, looked up): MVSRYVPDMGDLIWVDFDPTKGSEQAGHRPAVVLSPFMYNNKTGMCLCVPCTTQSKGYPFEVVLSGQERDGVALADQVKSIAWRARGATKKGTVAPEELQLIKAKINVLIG
Numbers without * were called inactive; ? = inconclusive; / = no result given; & = joins results of further samples. Rule as the data show it, unless noted: active = inhibition above about 30%; inconclusive = no clear call, values can overlap the other calls; inactive = below that. These rows are one share of the data. The share of hits here may be higher or lower than overall.

no.	mol	PrPC surface inh	PriA SSB inh	Rv3671c inh	BoNT F protease	DUSP3 inh	Anthrax LF inh2	CCHFV vOTU inh	SARS 3CLpro inh	BoNT A protease	MazEF act
1	CC(C)Cc1nnc(NC(=O)CCC(=O)N2CCN(c3ccc(F)cc3)CC2)s1	-10	1	2	2	2	0	2	-2	-0.5	5
2	O=C(CCc1c[nH]c2ccccc12)N/N=C/c1ccc2c(c1)OCO2	6	/	-1	1	15	0	20	2	0.7	11
3	NS(=O)(=O)c1ccc(CCNC(=O)C(=O)NCC2OCCN2S(=O)(=O)c2cccs2)cc1 (centres undefined)	-6	-4	0	-1	-5	0	11	4	1.1	3
4	CN1CCC(NC(=S)NC2CC2)CC1	-1	-5	3	-2	-18	0	-8	0	-0.9	5
5	COc1nc2ccc(C)cc2cc1-c1noc(-c2ccccc2)n1	5	-6	-2	-2	1	-1	-3	3	0.8	-48
6	CCCC(C)NC(=O)c1ccc(OCc2ccc(Cl)cc2)c(OC)c1 (centres undefined)	1	-17	0	-3	3	-1	4	0	0.2	2
7	CCOC(=O)c1c(NC(=O)CSc2nnc(C)s2)sc2c1CCC(C)C2 (centres undefined)	-7	-9	-14	-9	-9	-2	2	2	0.4	-17
8	FC(F)(F)c1cc(Oc2ccccc2)nc(-c2ccccn2)n1	4	-25	-8	-1	44	1	0	0	0.4	8
9	CSc1nc2[nH]c3c(c2c2ncnn12)CCCC3	4	-1	-2	-8	-5	-2	11	2	-0.7	8
10	O=C(Cn1ncn2cccc2c1=O)N1CCCCC1	4	-22	-4	-6	18	-2	-6	-6	-0.1	3

As entered above.
Entry for #3 in Rv3671c inh: 0
Entry for #7 in Rv3671c inh: -14
Entry for #8 in PriA SSB inh: -25
Entry for #5 in DUSP3 inh: 1
Entry for #4 in Anthrax LF inh2: 0

Following part.
no.	mol	PrPC surface inh	PriA SSB inh	Rv3671c inh	BoNT F protease	DUSP3 inh	Anthrax LF inh2	CCHFV vOTU inh	SARS 3CLpro inh	BoNT A protease	MazEF act
11	CC(=O)c1ccc(NC(=O)CSc2nc(N3CCOCC3)nc(N3CCOCC3)n2)cc1	-3	-20	-3	-1	1	0	0	1	-1.0	1
12	S=c1[nH]nc(-c2ccc(Cl)cc2)n1/N=C/C=C/c1ccco1	-8	/	0	?	13	29	18	3	-3.7	3
13	Oc1ccc(C23CCCC2C2(CCCC2)c2ccc(O)cc2O3)c(O)c1 (centres undefined)	6	10	-9	-2	/	-6	6	/	0.2	23
14	CCOCCCNC(=O)c1cc2c(-c3ccc(Cl)cc3)nn(C)c2s1	-8	-5	-51	-5	2	-8	-8	-1	-0.3	11
15	O=C(NCc1cccnc1)c1ccc2c(=O)n(CCCN3CCCC3=O)c(=S)[nH]c2c1	-3	-7	3	?	36	?	-2	0	?	-1
16	CCOCCCNC(=O)CCC(=O)NNc1nc2ccccc2c2nc(-c3ccccc3)nn12	1	5	0	-5	5	0	-14	3	-0.9	-3
17	O=C(N/N=C/c1cc(O)ccc1Br)c1cccnc1	3	/	17	2	28	-2	-2	2	0.9	-4
18	CC1(C(=O)OCC(=O)Nc2cc(S(=O)(=O)N3CCOCC3)ccc2Cl)CC1(Cl)Cl (centres undefined)	6	-11	/	-5	/	1	18	/	-0.1	2
19	COc1cc(Cl)c(C)cc1NC(=O)CC1SC(N2CCOCC2)=NC1=O (centres undefined)	4	4	8	0	/	-1	5	/	-0.3	1
20	CC1CCCCC1NC(=O)COC(=O)CN1C(=O)c2ccccc2C1=O (centres undefined)	2	-4	15	1	/	0	10	/	-1.6	4

The last 2 compounds of the part above open the next one:
no.	mol	PrPC surface inh	PriA SSB inh	Rv3671c inh	BoNT F protease	DUSP3 inh	Anthrax LF inh2	CCHFV vOTU inh	SARS 3CLpro inh	BoNT A protease	MazEF act
19	COc1cc(Cl)c(C)cc1NC(=O)CC1SC(N2CCOCC2)=NC1=O (centres undefined)	4	4	8	0	/	-1	5	/	-0.3	1
20	CC1CCCCC1NC(=O)COC(=O)CN1C(=O)c2ccccc2C1=O (centres undefined)	2	-4	15	1	/	0	10	/	-1.6	4
21	Cc1cc(C(=O)NCc2ccc3c(c2)OCO3)ccc1[N+](=O)[O-]	-9	-15	-7	-15	-13	9	-13	5	-1.7	-17
22	Cc1ccc(NC(=S)NNC(=O)c2ccc(N3CCOCC3)c([N+](=O)[O-])c2)cc1Cl	-8	38*	-1	-7	0	-3	1	2	-0.8	-3
23	COc1cccc(CC(=O)OCC(=O)NCCc2ccc(F)cc2)c1	-4	-6	6	-2	/	1	4	/	-1.0	4
24	N=Cc1c(O)n(-c2ccccc2)c(=O)n(-c2ccccc2)c1=O	5	-16	-2	14	22	0	-7	3	0.2	4
25	CC(=O)c1oc2ccccc2c1N	-9	-3	-6	2	32	-5	3	-1	3.3	-2
26	COc1ccc(CNC(=O)CC(C)c2ccccc2)cc1 (centres undefined)	0	-4	4	-5	1	7	-4	1	-1.7	8
27	CC(Sc1ccc(Cl)cc1)C(=O)Nc1ccc2c(c1)OCO2 (centres undefined)	1	-7	-10	-8	13	-1	-3	-1	-0.6	3
28	CCNc1c(NS(=O)(=O)c2ccc(F)c(Cl)c2)c(=O)oc2ccccc12	9	-15	-5	-15	12	-9	0	2	2.9	9
29	CCN1CCN(C(=S)NC(CC(=O)c2ccccc2)c2ccccc2)CC1 (centres undefined)	1	-1	7	?	5	4	-12	-7	3.5	-5
30	NC(=O)c1ccc(NC(=O)C2CC2)cc1	-8	-5	2	-9	18	0	-9	-2	-1.4	-2

Going on with the list:
no.	mol	PrPC surface inh	PriA SSB inh	Rv3671c inh	BoNT F protease	DUSP3 inh	Anthrax LF inh2	CCHFV vOTU inh	SARS 3CLpro inh	BoNT A protease	MazEF act
31	CC1c2cc3c(cc2CCN1C(=O)c1cccc(F)c1)OCCCO3 (centres undefined)	1	-4	-6	-10	-6	-2	12	-4	0.8	1
32	CCOC(=O)C1=C(C)N=c2s/c(=C\c3ccc(OC(C)=O)cc3)c(=O)n2C1/C=C/c1ccccc1 (centres undefined)	5	/	-29	-13	3	2	-6	2	1.2	-6
33	O=C(O)CCc1ccc(S(=O)(=O)Nc2cc(C(F)(F)F)ccc2N2CCCC2)cc1	-7	-10	/	-5	/	0	-4	/	-0.1	-14
34	COc1cc(/C=N/Nc2snc(SC)c2C#N)ccc1O	9	/	1	5	29	0	-13	2	0.7	9
35	O=C(Nc1ccc(-n2cnnn2)cc1)C1CCCN1C(=O)Nc1ccc(Br)cc1 (centres undefined)	-9	-3	-5	11	22	1	5	-4	1.2	-16
36	COCCCNC(=O)c1ccc2c(=O)n(CC3CCCO3)c(=S)[nH]c2c1 (centres undefined)	7	-5	0	-4	27	-7	-6	-9	-0.5	-9
37	COc1ccc(OC)c(NC(=O)CSc2nc3scc(C)c3c(=O)[nH]2)c1	3	-3	0	5	38	6	6	7	2.0	4
38	COc1ccc(Cl)cc1NC(=O)CN1CCN(C(=O)N2CCOCC2)CC1	-4	-3&0	2	-1	-7	-3	6	-1	-1.9	6
39	CN(CC(=O)Nc1c(Cl)cccc1Cl)C(=O)CCNS(=O)(=O)c1ccccc1C(F)(F)F	0	3	2	-14	/	0	-7	/	-2.8	-10
40	CCOc1ccc(NS(=O)(=O)c2ccc(C(=O)NCCCN3CCOCC3)cc2)cc1	1	-3	-3	5	14	3	-5	-3	2.2	3

New compounds follow
no.	mol	PrPC surface inh	PriA SSB inh	Rv3671c inh	BoNT F protease	DUSP3 inh	Anthrax LF inh2	CCHFV vOTU inh	SARS 3CLpro inh	BoNT A protease	MazEF act
41	Cc1ccc(N(CC(=O)NC(C)c2ccccc2)S(=O)(=O)c2c(C)n[nH]c2C)cc1 (centres undefined)	-4	-9	4	-8	-17	-2	2	0	0.7	-4
42	COc1ccc(NS(=O)(=O)c2ccc(/C=C/C(=O)O)cc2)cc1S(=O)(=O)N1CCOCC1	-6	-4	9	-3	10	-6	5	3	-0.2	2
43	O=C(NC(Cc1ccccc1)C(=O)O)/C(=C\c1ccc([N+](=O)[O-])cc1)NC(=O)c1ccco1 (centres undefined)	-9	-2	5	13	-5	2	0	0	2.6	-5
44	COc1cc(CN(C(=S)NCC(=O)N2CCCC2)C2CCCC2)cc(OC)c1OC	0	-17	-5	-2	6	0	-7	3	-1.2	6
45	CN(C)S(=O)(=O)c1ccc(Cl)c(NC(=O)COC(=O)[C@@H]2CCCN2C(=O)c2cccs2)c1	7	-3	2	3	-8	1	-10	-1	-0.1	1
46	CCOC(=O)c1cc2cc(CC(=O)c3ccc(OCC)cc3O)ccc2o1	-5	-7	-3	-2	39	-2	1	-1	-0.5	-10
47	O=C(COc1ccccc1[N+](=O)[O-])c1ccccc1	2	-4	-6	-7	-3	-1	-7	6	-0.1	-4
48	C#CCNC(=O)C1=C[C@H](c2ccc(C#C)cc2)C[C@H](OCc2ccc(CO)cc2)O1	1	-1	-5	-2	/	1	-2	/	-0.1	0
49	Cc1cc(=O)n2nc(N3CCCC3C(=O)Nc3cccc(Cl)c3C)sc2n1 (centres undefined)	-2	-21	3	19	29	-5	-1	-3	-3.4	-20
50	CC(=O)c1cnc2n(c1=O)CCS2	-4	-10	-7	2	13	-5	-1	3	0.6	-1

Values in list order from the list:
Entries 41 to 50 in Rv3671c inh read 4, 9, 5, -5, 2, -3, -6, -5, 3, -7
Entries 41 to 50 in BoNT F protease read -8, -3, 13, -2, 3, -2, -7, -2, 19, 2
Entries 41 to 50 in PriA SSB inh read -9, -4, -2, -17, -3, -7, -4, -1, -21, -10

Further structures.
no.	mol	PrPC surface inh	PriA SSB inh	Rv3671c inh	BoNT F protease	DUSP3 inh	Anthrax LF inh2	CCHFV vOTU inh	SARS 3CLpro inh	BoNT A protease	MazEF act
51	CCc1ccc(NC(=O)C(=O)c2cn(CC(=O)N3CCCCC3)c3ccccc23)cc1	-4	-8	-53	0	18	-4	8	2	-0.2	4
52	CC(OC(=O)COc1ccc(Nc2ccccc2)cc1)C(=O)N(C)c1ccccc1 (centres undefined)	-5	40*	10	6	/	3	-4	/	4.5	-2
53	Cc1cc2c(c(=O)n1C1CC1)C(c1cccc(Cl)c1)C(C#N)=C(N)O2 (centres undefined)	1	-4	-15	7	36	-4	3	-5	-0.1	-11
54	COc1ccc(S(=O)(=O)N2CCOCC2)cc1NC(=O)COc1ccccc1OC	-8	-14	-4	7	26	1	-10	-5	-1.7	0
55	O=C(CN1C(=O)NC2(CCCC2)C1=O)OCCOc1ccc(F)cc1	-1	-16	0	?	/	0	-1	/	2.0	-3
56	CC(=O)NS(=O)(=O)c1ccc(NC(=O)c2cc(-c3ccc(C)cc3)nc3ccccc23)cc1	-6	12	-11	-3	18	2	9	0	0.7	5
57	COC(=O)CSc1nnc(-c2cccnc2)n1-c1cc(OC)cc(OC)c1	2	-9	2	24	23	4	-19	0	3.4	-4
58	O/N=C1/C2C3C(Br)C4C5CC(C1C53)C24 (centres undefined)	-4	/	-8	-3	-2	-1	-2	2	0.1	5

Source: PubChem BioAssay
